NPC1 promoter act: NPC1 promoter activation; Huh7 NPC1 promoter luciferase reporter, 24 h; Potency, µM (top dose mostly 9.22 µM), inactives show top-dose activation, most hits filed as activators; 2.4% of 320,000 active; AID 485313;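 also: % of control where 0% means no effect; nearly all actives have a fitted effect of over 60% in size; reporter is driven by a mutant NPC1 promoter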
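Luminescence read-out of NPC1 promoter-driven luciferase in stably transfected Huh7 cells; compounds delivered in DMSO and left 24 h at 37C, 5% CO2, qHTS titration format.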
uPA generation: cell surface uPA generation inhibition | cell surface uPA generation assay, qHTS | Potency, µM (highest dose often 38.3 µM), for the others: at the top dose activity change, negative = inhibition, hits mostly inhibitors | 0.31% of 330,000 active; active = well fitted inhibition curve with a large enough effect; inconclusive = small, poorly fitted or top-dose-only effect; inactive = no such curve, though single readings can be large or run the other way; tested in mouse RAW 264.7 cells; also: % is scaled to controls: 0 for no effect and ±100 for the full control effect; nearly all actives have a fitted effect of over 55% in size
RORgamma inh: blocks mouse ROR gamma transcriptional activity; Drosophila S2 Gal4-RORgamma UAS-luciferase reporter, 20 h; Potency, µM (series often up to 53.6 µM), for inactives: at the top dose activity change, negative = inhibition, most hits filed as inhibitors; 5.4% of 310,000 active; AID 2551; also: % is scaled to controls: 0 for no effect and ±100 for the full control effect; nearly all actives have a fitted effect of over 60% in size
Target sequence (P51450 whole entry, looked up, the tested form may be a part): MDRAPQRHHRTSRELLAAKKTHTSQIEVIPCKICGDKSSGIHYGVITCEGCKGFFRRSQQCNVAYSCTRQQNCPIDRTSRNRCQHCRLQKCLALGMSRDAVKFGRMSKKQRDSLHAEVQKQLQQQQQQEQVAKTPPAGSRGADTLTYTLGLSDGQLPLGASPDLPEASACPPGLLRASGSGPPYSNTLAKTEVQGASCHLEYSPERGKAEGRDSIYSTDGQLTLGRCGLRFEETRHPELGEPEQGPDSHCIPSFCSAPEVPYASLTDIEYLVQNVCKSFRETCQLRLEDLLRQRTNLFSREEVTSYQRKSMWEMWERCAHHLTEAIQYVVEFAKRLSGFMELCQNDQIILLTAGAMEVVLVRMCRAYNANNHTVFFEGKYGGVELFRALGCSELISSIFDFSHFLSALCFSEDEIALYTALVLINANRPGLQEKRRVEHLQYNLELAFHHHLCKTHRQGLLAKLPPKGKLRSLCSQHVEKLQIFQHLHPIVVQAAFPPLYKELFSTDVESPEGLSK
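Luminescence from a UAS-regulated Photinus luciferase reporter in stably transfected Drosophila Schneider cells is measured; decreased signal marks ROR gamma inhibition. Fusion expression is induced by 700 uM copper sulfate for 20 hr.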
Rab9 prom act: Rab9 promoter activation; AID 485297; Potency, µM (top dose mostly 9.22 µM), for the others: top-dose activation, negative = inhibition, usual class: activators; Huh7 Rab9 promoter-luciferase reporter, luminescence, 24 h; 2.8% of 320,000 active; also: % of control where 0% means no effect; nearly all actives have a fitted effect of over 60% in size
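Cell-based reporter: Huh7 stable for Rab9 promoter-driven luciferase, plated in reduced-serum medium with 10% FBS at 1500 cells/well, compound-treated 24 h at 37 °C, luminescence read after 10 min reagent.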
VP16 counter: inhibits Gal4-VP16 luciferase reporter, ROR gamma counter-screen. Potency, µM (titrated, usually from 53.6 µM), inactives show at the top dose activity, negative = inhibition, actives largely listed as inhibitors. 3.5% of 310,000 active. Drosophila S2 Gal4-VP16 UAS-luciferase, luminescence, 20 h. AID 2546;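 also: Gal4-VP16 expression switched on by copper sulfate through the metallothionein promoter; % is scaled to controls: 0 for no effect and ±100 for the full control effect; nearly all actives have a fitted effect of over 50% in size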
BRCA1 expr up: BRCA1 expression activation; Potency, µM (series often up to 46.1 µM), without a hit: at the top dose activation, actives largely listed as activators; 1.1% of 380,000 active; MCF7-BRCA1-FFLuc reporter, luminescence, 48 h; response scale: scaled: vehicle 0%, 10 µM genistein 100%; also: nearly all actives have a fitted effect of over 80% in size; some results filed as inactive show a strong effect at the top dose
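MCF7-BRCA1-FFLuc cells, 2000/well in phenol-red-free MEM, attached 2 h then treated 48 h at 37 C. Luciferase luminescence read 15 min after reagent; normalized to genistein maximum activation (10microM) and DMSO, concentration-response fitted.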
MBNL1-CUG inh: blocks human MBNL1 binding to CUG repeat RNA; Q9NR56; TR-FRET MBNL1-His/biotin-(CUG)12 binding, 665/545 ratio; Potency, µM (doses to about 57.5 µM), without a hit: at the highest dose activity change, negative = inhibition, most hits filed as inhibitors; 0.036% of 280,000 active; active = well fitted inhibition curve with a large enough effect in the signal ratio, with a control signal flat, not every such curve was filed as active; inconclusive = small, poorly fitted or top-dose-only effect, or effect the other way, or a change in a side signal; inactive = no such curve, though single readings can be large or run the other way; the % refers to the signal ratio; also: % is scaled to controls: 0 for no effect and ±100 for the full control effect
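MBNL1-His + Biotin-(CUG)12, cpd titration 92 nM–58 uM; Tb anti-His Ab 0.055 ng/ul, SA-XL665 5 nM (final); 60 min RT; ratiometric 665/545 nm, Ex 340 nm; normalized to buffer and full-complex controls.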
ELG1 genotox: induces genotoxicity in HEK293T cells with luciferase-tagged ELG1. AID 504466. HEK293T ELG1-luciferase reporter, luminescence, 16 h. Potency, µM (doses to about 46 µM), without a hit: at the highest dose activity change, positive = activation, most hits filed as activators. 1.3% of 330,000 active; also: % of control where 0% means no effect; nearly all actives have a fitted effect of over 60% in size
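ELG1-luciferase HEK293T cells, 2,000/well; compound pinned in; 16 hr, 37 °C, 5% CO2; ONE-Glo, 30 min RT; luminescence on CCD imager.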
p53 reactivation: mutant p53 re-activation in reporter cells. Potency, µM (series often up to 92.2 µM), for the others: at the highest dose activity change, positive = activation, most hits filed as activators. H1299 p53-A138V BP100-luciferase reporter, luminescence, 24 h. 0.063% of 320,000 active. AID 504706; also: % of control where 0% means no effect; nearly all actives have a fitted effect of over 45% in size
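H1299 (p53-null), stable ts p53-A138V + BP100-Luc; 1000 cells/well, Opti-MEM/10% FBS; cpd 4 pt, 1:5; 24 h, 37 deg C, 5% CO2; detection reagent 10 min RT; luminescence.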
FLuc counter: firefly luciferase modulation, counter-screen for miR-21 project. purified FLuc, Km substrates, luminescence inhibition. 6.9% of 360,000 active. Potency, µM (series often up to 57.5 µM), without a hit: at the highest dose activity change, negative = inhibition, most hits filed as inhibitors. AID 588342;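 also: plate controls were vehicle for no effect and reference inhibitor for full effect; nearly all actives have a fitted effect of over 55% in size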
Target sequence (P08659 whole entry, looked up): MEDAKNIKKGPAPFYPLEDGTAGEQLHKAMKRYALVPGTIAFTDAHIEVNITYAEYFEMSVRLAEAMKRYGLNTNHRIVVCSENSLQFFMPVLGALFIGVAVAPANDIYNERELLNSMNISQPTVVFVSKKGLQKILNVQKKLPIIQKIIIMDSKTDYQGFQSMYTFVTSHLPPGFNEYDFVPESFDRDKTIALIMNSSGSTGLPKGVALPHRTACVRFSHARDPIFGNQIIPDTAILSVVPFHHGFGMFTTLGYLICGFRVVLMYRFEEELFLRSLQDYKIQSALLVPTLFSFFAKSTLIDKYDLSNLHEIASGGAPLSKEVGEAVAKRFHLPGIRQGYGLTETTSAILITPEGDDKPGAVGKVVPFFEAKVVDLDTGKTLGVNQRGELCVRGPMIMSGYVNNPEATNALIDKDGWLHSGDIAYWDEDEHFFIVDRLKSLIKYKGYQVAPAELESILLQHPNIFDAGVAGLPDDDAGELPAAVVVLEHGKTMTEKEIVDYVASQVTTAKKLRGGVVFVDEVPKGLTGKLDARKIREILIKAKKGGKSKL
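Biochemical qHTS of compounds, final roughly 60 µM downward over six points, against 10 nM purified firefly luciferase using Km concentrations of substrates (10 uM D-luciferin, 10 uM ATP) in Tris acetate pH 7.5 buffer; luminescence output.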
An asterisk follows results filed as active; [ ] = remark or other dose. Unless noted, calls follow the shape of the dose curve; as a rule, active = well fitted curve in the direction sought with a large enough effect; inconclusive = small, poorly fitted or top-dose-only effect, or another doubt; inactive = no such curve, though single readings can be large; an effect the other way counts as inactive or inconclusive. Potency is read from the fitted curve at half-maximal effect.

For CN1CCN(C(=O)c2cnn(-c3ccccc3)c2NC(=O)c2ccc([N+](=O)[O-])cc2)CC1 the results were NPC1 promoter act 6.1%, uPA generation -1.6%, RORgamma inh -8.2%, Rab9 prom act -0.2%, VP16 counter -10.9%, BRCA1 expr up 2.7%, MBNL1-CUG inh inconclusive, ELG1 genotox -0.9%, p53 reactivation 2.5% and FLuc counter 2.5%.
For COC(=O)/C=C1\S/C(=N/N=C/c2ccc(Cl)cc2)NC1=O the results were NPC1 promoter act -3.4%, uPA generation 1.8%, RORgamma inh -7.1%, Rab9 prom act -1.9%, VP16 counter -11.6%, BRCA1 expr up -11.8%, MBNL1-CUG inh 12.2%, ELG1 genotox -0.7%, p53 reactivation -1.5% and FLuc counter 10.7µM*.
For CCc1cc2c(=O)n(CCC(C)C)c(=S)[nH]c2s1 the results were NPC1 promoter act -9.7%, uPA generation 2.6%, RORgamma inh 0.199µM*, Rab9 prom act -2.5%, VP16 counter 1.41µM*, BRCA1 expr up -47.3%, MBNL1-CUG inh 88.6%[activator], ELG1 genotox -8.6%, p53 reactivation -1.7% and FLuc counter inconclusive.
O=[N+]([O-])c1ccc(N2CCN(S(=O)(=O)c3ccccc3)CC2)cc1N1CCc2ccccc2C1 was read as NPC1 promoter act -2.9%, uPA generation -1.6%, RORgamma inh 20.6%, Rab9 prom act -1.9%, VP16 counter 1.8%, BRCA1 expr up -19.5%, MBNL1-CUG inh 2.2%, ELG1 genotox -3.0%, p53 reactivation -0.3% and FLuc counter 4.1%.
`Cc1cc(=O)n2[nH]c(-c3ccc(F)cc3)nc2n1` gave NPC1 promoter act 18.9%, uPA generation -5.1%, RORgamma inh -40.6%, Rab9 prom act 3.5%, VP16 counter -27.9%, BRCA1 expr up 82.9%, MBNL1-CUG inh -5.8%, ELG1 genotox inconclusive, p53 reactivation 17.7% and FLuc counter 12µM*.
CCCC1C2C(=O)N(c3cccc(C)c3)C(=O)C2ON1c1ccccc1 (stereo not given) was read as NPC1 promoter act -3.9%, uPA generation 9.8%, RORgamma inh 24.4%, Rab9 prom act 1.2%, VP16 counter -0.3%, BRCA1 expr up -1.2%, MBNL1-CUG inh -5.6%, ELG1 genotox -1.5%, p53 reactivation 4.6% and FLuc counter 2.1%.
Screening CC(=Nc1ccccc1)Nc1ccccc1 returned NPC1 promoter act 0.0%, uPA generation -5.1%, RORgamma inh -6.0%, Rab9 prom act 2.4%, VP16 counter 18.1%, BRCA1 expr up 17.4%, MBNL1-CUG inh -0.1%, ELG1 genotox -3.5%, p53 reactivation 4.1% and FLuc counter -2.4%.
COc1ccc(C)cc1NC(=O)Cc1c(C(=O)O)n(C)c2ccccc12 was read as NPC1 promoter act -0.1%, uPA generation 4.6%, RORgamma inh -15.8%, Rab9 prom act -3.8%, VP16 counter -14.5%, BRCA1 expr up -14.1%, MBNL1-CUG inh -1.1%, ELG1 genotox 0.4%, p53 reactivation -2.2% and FLuc counter 2.3%.
Screening CCOc1ccc(-c2nnc(SCC(=O)Nc3cc(C)on3)o2)cc1 returned NPC1 promoter act -12.0%, uPA generation -3.9%, RORgamma inh inconclusive, Rab9 prom act -4.7%, VP16 counter -23.3%, BRCA1 expr up -68.2%, MBNL1-CUG inh -2.5%, ELG1 genotox inconclusive, p53 reactivation -3.2% and FLuc counter 0.9%.
`CCCCCc1nnc(NC(=O)C2COc3ccccc3O2)s1` (stereo not given) gave NPC1 promoter act 21.3%, uPA generation 2.2%, RORgamma inh 1.9%, Rab9 prom act 28.6%, VP16 counter 5.8%, BRCA1 expr up 15.0%, MBNL1-CUG inh 3.7%, ELG1 genotox inconclusive, p53 reactivation 4.7% and FLuc counter inconclusive.
For Cc1cccc(N=C2CSC(=O)N2)c1 the results were NPC1 promoter act -0.6%, uPA generation 0.3%, RORgamma inh 19.6%, Rab9 prom act 0.1%, VP16 counter 3.1%, BRCA1 expr up -9.8%, MBNL1-CUG inh -0.5%, ELG1 genotox 0.1%, p53 reactivation 14.0% and FLuc counter -2.2%.
Screening CCN=C1SC(CC(=O)NC(C)c2ccccc2)C(=O)N1CC (stereo not given) returned NPC1 promoter act -5.6%, uPA generation 1.3%, RORgamma inh 12.6%, Rab9 prom act -0.5%, VP16 counter -0.5%, BRCA1 expr up -1.0%, MBNL1-CUG inh -3.1%, ELG1 genotox 0.8%, p53 reactivation 5.8% and FLuc counter -0.9%.
Screening CC(=O)Nc1c(OC(C)=O)ccc2c(C)cc(=O)oc12 returned NPC1 promoter act -0.4%, uPA generation -7.0%, RORgamma inh -23.7%, Rab9 prom act 3.4%, VP16 counter -0.3%, BRCA1 expr up -19.0%, MBNL1-CUG inh 3.4%, ELG1 genotox -0.3%, p53 reactivation -11.4% and FLuc counter -6.0%.
Screening CCCCCCCCOc1ccc(C(=O)O)cc1 returned NPC1 promoter act 3.4%, uPA generation -3.4%, RORgamma inh 25.2%, Rab9 prom act -2.8%, VP16 counter -8.0%, BRCA1 expr up 76.6%, ELG1 genotox 8.7%, p53 reactivation 2.9% and FLuc counter inconclusive.
COc1ccc(OC)c(NC(=O)COC(=O)CCc2nc3ccccc3c(=O)[nH]2)c1 was read as uPA generation -0.5%, BRCA1 expr up -2.5%, ELG1 genotox -0.3% and p53 reactivation -5.0%.
For CN(Cc1ccccc1)S(=O)(=O)c1ccccc1Br the results were uPA generation -19.9%, BRCA1 expr up 1.8%, ELG1 genotox 4.4% and p53 reactivation 1.9%.
C=CCC1c2cccc(C(=O)O)c2C(=O)N1c1cccc(OC)c1 (stereo not given) was read as NPC1 promoter act 1.6%, uPA generation -6.5%, RORgamma inh 32.7%, Rab9 prom act -1.7%, VP16 counter 11.5%, BRCA1 expr up -15.4%, MBNL1-CUG inh 5.2%, ELG1 genotox 3.0%, p53 reactivation -1.4% and FLuc counter -1.2%.
`O=C(O)C1CC(c2ccccc2)=NO1` (stereo not given) gave NPC1 promoter act 8.2%, uPA generation -10.5%, RORgamma inh 1.7%, Rab9 prom act -2.4%, VP16 counter 5.1%, BRCA1 expr up 3.1%, MBNL1-CUG inh -7.5%, ELG1 genotox 0.1%, p53 reactivation -3.1% and FLuc counter -1.1%.
For COC(CCN(C)C)(c1ccccc1)c1ccccc1 the results were NPC1 promoter act -2.9%, uPA generation -4.5%, RORgamma inh -7.2%, Rab9 prom act -1.6%, VP16 counter -0.2%, BRCA1 expr up -0.1%, MBNL1-CUG inh 6.0%, ELG1 genotox -0.3%, p53 reactivation -2.1% and FLuc counter 4.3%.
Screening CC1(c2ccc3noc(-c4cccc(F)c4)c3c2)OCCO1 returned NPC1 promoter act -2.5%, uPA generation 4.8%, RORgamma inh -16.6%, Rab9 prom act -0.4%, VP16 counter inconclusive, BRCA1 expr up -14.9%, MBNL1-CUG inh 7.0%, ELG1 genotox -2.0%, p53 reactivation -0.2% and FLuc counter -6.5%.
For COc1ccc(NCc2n[nH]c(=O)c3ccccc23)cc1 the results were NPC1 promoter act 2.1%, uPA generation -3.9%, RORgamma inh 9.0%, Rab9 prom act 1.2%, VP16 counter 21.6%, BRCA1 expr up 12.1%, MBNL1-CUG inh -0.5%, ELG1 genotox 2.4%, p53 reactivation 2.8% and FLuc counter inconclusive.
OC(CNCC1CCCO1)COc1ccc(OCC(O)CNCC2CCCO2)cc1 (stereo not given) was read as NPC1 promoter act -6.4%, uPA generation 5.1%, RORgamma inh -5.1%, Rab9 prom act -0.7%, VP16 counter -2.1%, BRCA1 expr up 1.2%, MBNL1-CUG inh inconclusive, ELG1 genotox 0.2%, p53 reactivation 5.0% and FLuc counter 7.9%.
Cc1c(NC(=O)c2cc(-c3ccc(F)cc3)nc3ccccc23)c(=O)n(-c2ccccc2)n1C was read as uPA generation 0.5%, BRCA1 expr up -18.6%, ELG1 genotox -7.3% and p53 reactivation -5.1%.
Screening Cc1cccc2c(Cl)cc(=O)[nH]c12 returned NPC1 promoter act -0.3%, RORgamma inh 2.2%, Rab9 prom act -7.0%, VP16 counter -0.9%, MBNL1-CUG inh inconclusive, ELG1 genotox 4.1%, p53 reactivation -8.5% and FLuc counter -0.2%.
Screening O=C1NCC(COc2cccc3ccccc23)O1 (stereo not given) returned NPC1 promoter act 2.4%, uPA generation 2.9%, RORgamma inh -5.4%, Rab9 prom act 1.0%, VP16 counter -1.6%, BRCA1 expr up 19.0%, ELG1 genotox 0.5%, p53 reactivation 0.0% and FLuc counter -2.7%.
Screening COc1ccccc1N(CC(=O)NC1CCCCC1)C(=O)CCC(=O)Nc1ccccn1 returned NPC1 promoter act -2.8%, uPA generation -2.8%, RORgamma inh 24.2%, Rab9 prom act -1.5%, VP16 counter -7.5%, BRCA1 expr up -12.6%, MBNL1-CUG inh 4.0%, ELG1 genotox -2.5%, p53 reactivation -1.2% and FLuc counter -1.3%.
`CCOc1ccc(NC(=S)NC(C)C(c2ccccc2)N2CCN(C)CC2)cc1` (stereo not given) gave NPC1 promoter act -1.8%, uPA generation 2.5%, RORgamma inh -10.2%, Rab9 prom act -5.6%, VP16 counter -23.8%, BRCA1 expr up -6.8%, MBNL1-CUG inh 0.3%, ELG1 genotox -5.4%, p53 reactivation inconclusive and FLuc counter 0.9%.

Random draw from the library, and some 13% of all compounds hit somewhere here.
